S3 lipid droplet: qHTS Assay for Lipid Storage Modulators in Drosophila S3 Cells. Drosophila S3 cells, BODIPY lipid droplet fluorescence, 18-24 h; cells fed with added oleic acid. Potency in µM for hits, for the others lipid storage change, negative = inhibition, % at the top dose, mostly 46.1 µM. 0.64% of 320,000 active. AID 2685; active means well fitted inhibition curve with a large enough effect in the signal ratio, with a control signal flat, not every such curve was filed as active; inconclusive means small, poorly fitted or top-dose-only effect, or effect the other way, or a change in a side signal; the % refers to the signal ratio
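Drosophila S3 cells got compounds at several concentrations plus oleic acid (400 uM solution). Laser-scanning cytometry with 488 nm excitation read lipid droplets at 500-530 nm and cells at 575-640 nm. Percent activity was relative to 20 uM Triacsin C.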
S3 lipid droplet cell count max: recorded beside S3 lipid droplet, whose call it bears; cell number change, %; measured here: cell count max response;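 cells counted by Cell Tracker Red CMTPX staining in the red channel; peak over a dose series mostly up to 46.1 µM; percent activity relative to internal control wells on each plate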
* hit, by the source's call; i = inactive; ? = inconclusive; nt = not tested or not shown. On the % scale 0 is the no-effect control and ±100 the full control effect; potency means the concentration at half of the fitted maximal effect. Some of the compounds tested (hit frequency here may not be typical).

No.	mol	S3 lipid droplet	S3 lipid droplet cell count max
1	O=C(O)C[C@@H]1C(=O)O[C@@H]2C(COC(=O)c3cc(O)c(O)c(O)c3)O[C@@H](OC(=O)c3cc(O)c(O)c(O)c3)[C@@H](OC(=O)c3cc(O)c(O)c4c3[C@H]1[C@H](O)C(=O)O4)[C@H]2OC(=O)c1cc(O)c(O)c(O)c1 (stereo not given in full)	9%	-5
2	COC(=O)c1ccccc1NC(=O)CN1CCC(n2nnc3cc(C)ccc32)CC1	?	nt
3	O=C(O)c1cnn2c(C(F)F)cc(C(F)F)nc12	0%	0
4	COCCN1C(=O)C(=O)/C(=C(/O)c2ccc(S(=O)(=O)N3CCOCC3)cc2)C1c1cccc(OC)c1 (stereo not given)	30%	-8
5	CCc1cc(CNC(=O)C2CCC(=O)N(CCc3cccc(F)c3)C2)on1 (stereo not given)	?	nt
6	CCOC(=O)N1CCN(C(=O)C2c3cc(OC)c(OC)cc3C(=O)N3CCc4ccccc4C23)CC1 (stereo not given)	-31%	nt
7	COc1ccc(S(=O)(=O)Nc2ccncc2)c(C)c1C	-17%	1
8	Cc1cc(C)n2nc(C(=O)OCC(=O)Nc3ccc4c(c3)OCCO4)nc2n1	?	nt
9	Cc1ccc(S(=O)(=O)C(C#N)c2nc3ccccc3nc2N2CC(C)OC(C)C2)cc1C (stereo not given)	-2%	-9
10	Cc1cccc(/C=N/NC(=O)c2cccc(Cl)c2)n1	i	5
11	COc1ccc(OC)c(S(=O)(=O)N2C(C)CCCC2C)c1 (stereo not given)	?	nt
12	CCOCCCN(C)C1CCN(C(=O)c2oc3ccccc3c2NC(=O)c2ccc([N+](=O)[O-])cc2)CC1	i	10
13	COCCn1c(=O)sc2ccccc2c1=O	?	nt
14	Cc1ccccc1NC(=S)NC(=O)c1cncc(Br)c1	?	nt
15	CCn1ncc(C(=O)Nc2cccc(Cl)c2)c1C	-3%	-2

Carrying on.
No.	mol	S3 lipid droplet	S3 lipid droplet cell count max
16	COc1cccc(/C=N/NC(=O)CCn2c3ccccc3c3ccccc32)c1	?	nt
17	COc1ccc2ccccc2c1CNC(=O)CC1C(=O)NCCN1CC(C)(C)C (stereo not given)	14%	nt
18	Cc1ccc2nc(-c3ccccc3)cc(C(=O)N3CCN(S(=O)(=O)c4c(C)noc4C)CC3)c2c1	?	nt
19	Cc1cc(C)n(CCOc2ccc(Cl)cc2Cl)n1	?	nt
20	COc1ccc(N2CCN(C(=O)c3ccc(-n4nc(C)cc4C)cc3)CC2)cc1	?	nt
21	CC1c2[nH]c3ccccc3c2C[C@H]2C(=O)N(CCCN(C)C)CC(=O)N12 (stereo not given in full)	?	nt
22	O=C(CN(Cc1ccccc1)C(=O)CCC(=O)Nc1ccccn1)NCCc1ccccc1	i	19
23	Cn1c(=O)[nH]c(=O)c2c1nc(NC1CCCC1)n2Cc1ccccc1	?	nt
24	O=C(CC1S/C(=N/N=C/c2cccs2)NC1=O)Nc1ccccc1F (stereo not given)	?	nt
25	CCc1ccc(N(CC(=O)NCc2ccc3c(c2)OCO3)C(=O)c2csnn2)cc1	?	nt
26	COc1ccc(S(=O)(=O)N2CCCCCC2)cc1C(=O)Nc1ccc(C(=O)N(C)C)cc1	?	nt
27	Cc1cccc(OCC(=O)Nc2ccncc2)c1C	?	nt
28	COc1cccc(-c2noc(CCC(=O)Nc3cccnc3)n2)c1	i	-15
29	CCCc1cc2c(=O)c(-c3ccc4c(c3)OCCO4)coc2cc1OS(C)(=O)=O	?	nt
30	Cc1csc(NC(=O)CN2C(=O)COc3ccc(Cl)cc32)n1	?	nt

Continuation.
No.	mol	S3 lipid droplet	S3 lipid droplet cell count max
31	COc1ccccc1/C=C/C(=O)NCC(=O)N=Nc1c(O)[nH]c2ccccc12	?	nt
32	CCOC(=O)c1cc(C#N)c(SCC(=O)OC)[nH]c1=O	?	nt
33	O=C(CCNC(=O)c1ccccc1Cl)Nc1cc(S(=O)(=O)N2CCOCC2)ccc1N1CCCC1	?	nt
34	Cc1ccc(NC(=O)CN2C(=O)S/C(=C\c3ccccn3)C2=O)cc1C	?	nt
35	CCOC(=O)C[N+](C)(C)CCOC1CC2CCC1(C)C2(C)C (stereo not given)	-4%	0
36	O=C(O)c1ccccc1NCc1ccsc1	3%	0
37	CN(Cc1ccco1)C(=O)C1CCC(=O)N1Cc1ccc(F)cc1 (stereo not given)	?	nt
38	Cc1ccc(-c2ccc(=O)n(Cc3cc(C)ccc3C)n2)cc1	?	nt
39	Clc1ccc(-c2cn3nc4c(nc3n2)CCCC4)cc1	?	nt
40	COc1ccccc1NS(=O)(=O)c1cccc(C(=O)N(C)Cc2cccs2)c1	?	nt
41	COc1ccc(CC(=O)NNC2=Nc3cccc4cccc2c34)cc1	-4%	7
42	O=c1cc(-c2ccccc2Cl)c2c([nH]1)CCC2	4%	-9
43	Oc1ccc(Nc2nc(-c3cccnc3)cs2)cc1	11%	-28
44	COc1cccc(-c2csc(NC(=O)C3CC3)n2)c1	?	nt
45	O=C(CCS(=O)(=O)c1ccc(Br)cc1)NCCc1ccccc1	-12%	27

Exported with each value named: part of the list above
#37 CN(Cc1ccco1)C(=O)C1CCC(=O)N1Cc1ccc(F)cc1 (stereo not given)
  S3 lipid droplet = ? | S3 lipid droplet cell count max = nt
#39 Clc1ccc(-c2cn3nc4c(nc3n2)CCCC4)cc1
  S3 lipid droplet = ? | S3 lipid droplet cell count max = nt

(listing goes on)
No.	mol	S3 lipid droplet	S3 lipid droplet cell count max
46	CCCn1c(=NC(=O)c2ccco2)c(C(=O)OCC)cc2c(=O)n3ccccc3nc21	?	nt
47	C=CCNC(=O)C12CCC(C)(C(=O)C1Br)C2(C)C (stereo not given)	1%	-13
48	COc1ccc(C)cc1S(=O)(=O)N1CCN(C(=O)c2ncoc2-c2cccc(F)c2)CC1	?	nt
49	O=C(N/N=C/c1cc([N+](=O)[O-])ccc1O)c1cccc(N2CCCC2=O)c1	?	nt
50	CC(C)CCNC(=O)c1ccc(Cn2c(=S)[nH]c3ccccc3c2=O)cc1	?	nt
51	O=C1COc2ccc(C(=O)COC(=O)Cc3ccccc3F)cc2N1	?	nt
52	CNc1c(NS(=O)(=O)c2ccc3c(c2)CCCC3)c(=O)oc2ccccc12	16%	23
53	Cn1nc(-c2ccccc2)c(C(=O)NC(C(=O)O)c2ccccc2)c1Cl (stereo not given)	-2%	2
54	Cc1ccc(C)c(C(=O)OCC(=O)N(C)c2ccccc2)c1	i	14
55	Cn1c(N)c(C(=O)c2ccccc2)c(=O)n(C)c1=O	?	nt
56	COc1ccccc1/C=C1\SC(N2CCC(C)CC2)=NC1=O	18%	12
57	CCN1CCN(C(=S)Nc2cccc([N+](=O)[O-])c2)CC1	3%	6
58	Cc1cccc(-n2nnnc2-c2cnccc2C(F)(F)F)c1C	7%	-3
59	CN1CCN(NC(=O)Nc2ccc(Br)cc2)CC1	3%	nt
60	CCOC(=O)c1sc(NC(=O)Nc2ccccc2Cl)cc1C	?	nt

Next part.
No.	mol	S3 lipid droplet	S3 lipid droplet cell count max
61	Cc1ccsc1/C=N/NC(=O)c1ccc([N+](=O)[O-])cc1	-18%	-14
62	Cn1/c(=N/NC(=O)c2ccccc2F)sc2ccccc21	26%	nt
63	COc1ccc(C(=O)c2c(O)cc(-c3ccc(OC)cc3)oc2=O)cc1	?	nt
64	CCOC(=O)Cc1csc(NS(=O)(=O)c2ccc(C(F)(F)F)cc2)n1	8%	3
65	Cc1c(N=C2NC(=O)C(CC(=O)Nc3ccc(Cl)cc3)S2)c(=O)n(-c2ccccc2)n1C (stereo not given)	?	nt
66	C=CCOc1ccc(/C=C(\C#N)C(=O)Nc2ccccn2)cc1	?	nt
67	COCCNC(=O)CSc1cc(=O)n(C)c2cc(Cl)ccc12	-2%	-2
68	CCCCC(=O)Nc1ccc(NC(=S)NC(=O)CCCCl)cc1OC	?	nt
69	CCCNC(=O)[C@H](Cc1c[nH]c2ccccc12)NC(=O)c1ccccc1Cl	11%	0
70	CCOC(=O)CN1C(=O)C(=O)c2cccc(C)c21	14%	-6
71	Cc1cccc(N2C(=O)Cc3ccccc3C2=O)c1	?	nt
72	Cc1ccc(-c2nnc(SCC(=O)N3CCN(c4ccccc4)CC3)o2)cc1	?	nt
73	COc1ccccc1NC(=O)c1ccc(NC(=O)CSc2nncn2C)cc1	5%	-12
74	COc1ccc(OC)c(CC(NC(C)=O)C(=O)NC2CCN(c3c(Cc4ccccc4)c(C)nc4ncnn34)CC2)c1 (stereo not given)	-5%	12
75	Cc1c(N=Cc2nc3ccccc3n2C)c(=O)n(-c2ccccc2)n1C	-16%	-14

Remaining list, next part:
No.	mol	S3 lipid droplet	S3 lipid droplet cell count max
76	CN(C)c1ccc(/C=C2\CCCCC2=O)cc1	-2%	-17
77	COc1ccccc1C(=O)NCC(=O)N1CCN(S(=O)(=O)c2ccc3c(c2)OCCO3)CC1	?	nt
78	O=C(N/N=C/c1ccc[nH]1)c1ccc2c(c1)OCO2	?	nt
79	Cc1c(C)c2c(OCC(=O)N[C@@H](CC(C)C)C(=O)O)cc3c(c2oc1=O)CCC(C)(C)O3	?	nt
80	O=C(O)CSc1nnc(CNc2ccccc2Cl)n1-c1ccccc1	?	nt
81	CC(NC(=O)CCC(=O)NCc1ccc(F)cc1)c1ccccc1 (stereo not given)	13%	-15
82	COCCn1c(SCC(=O)NCCc2ccccc2)nc2c([nH]c3ccccc32)c1=O	-6%	10
83	CC1CN(C(=O)COC(=O)c2ccc(S(=O)(=O)N(C)C)cc2)CC(C)O1 (stereo not given)	?	nt
84	CC1CCN(Cc2c(C(=O)N/N=C/c3cccc(C(F)(F)F)c3)nnn2-c2nonc2N)CC1	?	nt
85	CN1CCc2c(sc(NC(=O)c3ccc(S(=O)(=O)N4CCOCC4)cc3)c2C(N)=O)C1	i	nt
86	O=C1CN(C(=O)COC(=O)c2ccco2)c2ccccc2N1	8%	-14
87	O=[N+]([O-])c1cccc(-c2nnn(C34CC5CC(CC(C5)C3)C4)n2)c1	-12%	1
88	CCc1cccc(NC(=O)C2CCCC2)c1	-12%	-18
89	CC1(C)CC(=O)C=C(NCCN2CCN(C(=S)NC3CCCCC3)CC2)C1	-10%	-2
90	CCCc1nc2ccccc2c(=O)n1CC(=O)c1ccc(OC)cc1	8%	-2

Further entries.
No.	mol	S3 lipid droplet	S3 lipid droplet cell count max
91	Cc1ccc(C2N(c3cccc(Cl)c3)C(=O)C3CCCN32)o1 (stereo not given)	2%	7
92	Cc1ccc(Nc2nc(N3CCOCC3)nc(N3CCOCC3)n2)cc1	-4%	nt
93	Cc1c(CC(=O)NCCCCCC(=O)O)c(=O)oc2cc3occ(-c4ccccc4)c3cc12	?	nt
94	Cc1ncc([N+](=O)[O-])n1CC(=O)NC(C)(C)C	?	nt
95	O=C(N/N=C/c1ccco1)c1cc(-c2cccs2)[nH]n1	16%	-2
96	CCc1ccccc1N(C(=O)c1snc(C(N)=O)c1N)C(C(=O)NCC1CCCO1)c1ccc(OC)c(OC)c1 (stereo not given)	?	nt
97	Cc1ccc(N2C(=O)NC(NC(=O)C(C)(C)C)(C(F)(F)F)C2=O)cc1C (stereo not given)	?	nt
98	COc1ccc(/C=N/NC(=O)CNC(=O)c2ccc3c(c2)OCCO3)c(C(=O)O)c1OC	i	15
99	COc1ccc(C(=O)NCC(c2cccs2)N2CCc3ccccc32)c(OC)c1 (stereo not given)	?	nt
100	Cc1ccc(S(=O)(=O)N2CCN(c3ncccn3)CC2)c(C)c1	i	-7
101	CCOC(=O)c1ccc(NC(=S)NCCCN2CCN(C3CCCCC3)CC2)cc1	-1%	-1
102	CC(C)CN1CCN(Cc2cccn2-c2ccccn2)CC1CCO (stereo not given)	?	nt
103	O=C(NCCN1C(=O)S/C(=C\c2ccccc2F)C1=O)C1=COCCO1	?	nt
104	Cc1ccc(C)c(N(C(=O)CNC(=O)c2ccco2)C(C(=O)NCC2CCCO2)c2ccccc2)c1 (stereo not given)	?	nt
105	COc1ccc(C/C(C)=N/NC(=O)c2cc(C)oc2C)cc1	-3%	4

Next entries follow.
No.	mol	S3 lipid droplet	S3 lipid droplet cell count max
106	Cc1nnsc1SCCNC(=O)c1c(F)cccc1F	6%	6
107	CC1CCN(C(=O)CSc2nc3ccccc3c(=O)[nH]2)CC1	14%	12
108	CCN(CC)C(=O)CSc1ncccc1-c1nc2ccccc2[nH]1	-11%	0
109	NC(=O)C1CCN(CC(=O)Nc2ccccn2)CC1	i	nt
110	Cc1ccc(N2CC(NC(=O)N3CCN(C(=O)c4ccco4)CC3)CC2=O)cc1 (stereo not given)	?	nt
111	O=c1[nH]c(CN2CCN(S(=O)(=O)c3ccc4ccccc4c3)CC2)nc2ccccc12	?	nt
112	N/C(=N\OC(=O)c1ccc(=O)n(Cc2ccc(Cl)cc2)c1)c1ccccn1	-24%	nt
113	O=C(/C=C/c1cccc(Cl)c1)NCc1ccncc1	13%	3
114	COc1ccc(C(CNC(=O)c2cccc(N(C)C)c2)N2CCCC2)cc1 (stereo not given)	24%	2

Two records picked at random from the list so far, as already listed:
No.	mol	S3 lipid droplet	S3 lipid droplet cell count max
110	Cc1ccc(N2CC(NC(=O)N3CCN(C(=O)c4ccco4)CC3)CC2=O)cc1 (stereo not given)	?	nt
113	O=C(/C=C/c1cccc(Cl)c1)NCc1ccncc1	13%	3

Bioassay records deposited in PubChem BioAssay by National Center for Advancing Translational Sciences (NCATS).
